Screening results as filed in PubChem.
TTR transcr act: activators of transthyretin transcription; SH-SY5Y TTR promoter Gaussia luciferase, luminescence; 100% = recombinant luciferase protein wells; activation, % at 16.7 µM; 92,000 compounds, 1.3% hits; AID 1117267;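 active = activation above the mean of all tested compounds plus 3 SD, cut at about 9.5% in these data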;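 note: cells exposed to compounds for one day before reading; 0% = median of all test compound wells on the plate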
The depositor's hits bear a star.

SMILES	TTR transcr act
Cc1ccc([N+](=O)[O-])c2c1C(N1CCCC1)C(C)(C)O2 (stereo not drawn)	-2.6
Oc1ccccc1CNc1ncc(Br)cc1Br	2.0
Cc1cc(C)cc(C(=O)NCC(=O)OCc2cc([N+](=O)[O-])cc3c2OCOC3)c1	4.0
CCOC(=O)Nc1ccc2c(c1)nc(CN1CCOCC1)n2C	3.3
CCN(C[C@H]1N[C@@](CC)(C(=O)OC)[C@H]2C(=O)N(C)C(=O)[C@@H]12)C(C)=O	0.1
CC(C)(C)c1ccc(-c2nnc(SCCN3C(=O)c4ccccc4C3=O)o2)cc1	-0.8
CCCn1nc(C(=O)Nc2ccc3nc(N4CCOCC4)sc3c2)ccc1=O	-3.2
C[C@H]1CN(Cc2ccccc2)C(=O)[C@@H]1CC(=O)NCc1ccccc1	4.5
CCOC(=O)C1=C(C)OC(N)=C(C#N)C1c1cc2c(cc1Br)OCO2 (stereo not drawn)	4.5
COc1ccc(C2NC(=O)CCC2[N+](=O)[O-])c(OC)c1OC (stereo not drawn)	4.8
Cc1ccc(OCC(=O)Nc2ccc(C)c(S(=O)(=O)N3CCCCCC3)c2)c([N+](=O)[O-])n1	-3.7
COc1cc2cnc(-c3ccsc3)cc2cc1OC	-1.2
CCCSc1ncccc1C(=O)O	5.6
COC(=O)[C@H](C)NC(=O)NC1CCN(Cc2ccccc2)CC1	4.8
Cc1cc(C)cc(NC(=O)Nc2ccc(-n3ccc(C(F)(F)F)n3)cc2)c1	0.6
Cc1ccccc1NS(=O)(=O)c1ccc(C(=O)N2CCN(c3ccccc3O)CC2)cc1	-1.0
CCCCCCC1CCC(C(=O)N2CCOCC2)CC1 (stereo not drawn)	1.6
CC(C)(C)OC(=O)N[C@@H](COCc1ccccc1)C(=O)N[C@@H](CO)[C@H](O)[C@@H]1C[C@@H]1C(=O)N1CCCC1	4.0
CC(C)OC(=O)N(C)C[C@@H]1OCc2cn(nn2)CCCC(=O)N([C@@H](C)CO)C[C@H]1C	2.5
COc1cc(/C=C(/C#N)c2nc(-c3cc4ccccc4oc3=O)cs2)cc([N+](=O)[O-])c1O	-1.3
Cc1cc(C)c(NC(=O)/C(=C/c2ccccc2)c2ccccc2)c(C)c1	-0.8
CC1=C(CC[C@@H](C)CO)OC2CC3C4CCC5CC(O)CCC5(C)C4CC(=O)C3(C)C12 (stereo partly drawn)	-2.1
COc1ccc(OC)c(-n2c(Cn3c(-c4ccccn4)nc4ccccc43)n[nH]c2=S)c1	1.7
O=C(Cc1ccc(Cl)cc1)Nc1ccc(NC(=O)c2cccs2)cc1	1.9
CCCc1[nH]c2ccc(C#N)cc2c1CCC	-1.9
Cc1cccc(C)c1OCc1cc(C(=O)NCc2cn(C)nc2C)no1	-0.2
CCCCC(=O)Nc1cccc(NC(=O)c2cccc([N+](=O)[O-])c2)c1	3.4
CCOC(=O)[C@H]1[C@H]2COc3cc(OC)ccc3[C@@H]2N2C(=O)c3cc(F)ccc3NC(=O)[C@@]12C	3.3
O=C(O)c1ccc(C(=O)O)c(C(=O)c2ccccc2)c1	0.5
Cn1c(=O)c2c(nc(N3CCOCC3)n2C)n(C)c1=O	0.9

Four of the compounds above, bar-delimited:
mol | TTR transcr act
CC1=C(CC[C@@H](C)CO)OC2CC3C4CCC5CC(O)CCC5(C)C4CC(=O)C3(C)C12 (stereo partly drawn) | -2.1
COc1ccc(OC)c(-n2c(Cn3c(-c4ccccn4)nc4ccccc43)n[nH]c2=S)c1 | 1.7
O=C(Cc1ccc(Cl)cc1)Nc1ccc(NC(=O)c2cccs2)cc1 | 1.9
CCCc1[nH]c2ccc(C#N)cc2c1CCC | -1.9

(further entries)
SMILES	TTR transcr act
CCCn1c(OC)nc2c1c(=O)n(C)c(=O)n2C	-0.2
N/C(Cc1cccc2ccccc12)=N\OC(=O)COc1ccccc1	-1.4
C=CS(=O)(=O)c1sc(Cl)c(N2CCOCC2)c1[N+](=O)[O-]	-6.0
COc1ccc(Cl)cc1NC(=O)CN(C)C(=O)c1cc2c(F)cccc2s1	0.6
CN(c1ccccc1)S(=O)(=O)c1ccc(Cl)c(C(=O)NCc2ccco2)c1	-0.5
CSc1ncccc1C(=O)OCc1ccccc1F	4.6
Cc1[nH]nc(-c2ccc(O)cc2O)c1Oc1ccccc1	-4.9
O=C(Cc1ccc([N+](=O)[O-])cc1)NC1CCCCCC1	-0.8
CCOc1ccc(NC(=O)NNC(=O)c2cccnc2)cc1	-1.0
Cc1onc(-c2c(Cl)cccc2Cl)c1-c1nnc(-c2ccc(Cl)cc2)o1	4.1
CC1=C(C(=O)O)N2C(=O)C(NC(=O)c3c(F)cccc3F)C2SC1 (stereo not drawn)	1.5
CC[C@@]12C(=O)N(c3cccc(F)c3)C(=O)N1[C@H](c1ccc(Br)cc1)[C@@H]1C(=O)N(C(C)(C)C)C(=O)[C@@H]12	0.0
CCN1C(=O)[C@H]2[C@H]3CN=C(SCC4CC4)N3[C@@](Cc3ccccc3)(C(=O)OC)[C@H]2C1=O	-0.2
COc1ccc(-n2nc(C(=O)Nc3nc4ccc(OC)cc4s3)c3ccccc3c2=O)cc1	-1.2
COc1ccc(C(=O)N(Cc2ccco2)C(C(=O)NC2CCCC2)c2ccc(O)cc2)cc1OC (stereo not drawn)	1.0
N#Cc1cccc(C#N)c1Oc1ccc(S(=O)(=O)Nc2ccccc2)cc1	1.4
N#CCCCSc1nnc(Cc2ccc3c(c2)OCO3)o1	-2.0
O=C(c1cc(Cl)ccc1Cl)N1CCc2ccccc21	4.2
CCOC(=O)Cc1cc(=O)n2[nH]c(C)c(-c3ccccc3)c2n1	1.8
COc1cccc(C(=O)OCCCN(C)C)c1	5.1
CC1CCCC(NC(=O)COC(=O)c2ccc3ccccc3n2)C1C (stereo not drawn)	-1.0
COC(=O)C(F)(F)Sc1c(C)[nH]c2ccccc12	0.2
CCOC(=O)C(CCCOc1ccc(C)cc1)C(=O)OCC	5.5
O=C(OC1CCCCC1=O)c1cccc(S(=O)(=O)N2CCCCC2)c1 (stereo not drawn)	1.7
Cc1ccc(-c2nc(CSCC(=O)NCCN3CCN(Cc4ccccc4)CC3)c(C)o2)cc1	-1.4
CCCC1CCC(C(=O)n2nc(N)c3cc4ccc(OC)cc4nc32)CC1 (stereo not drawn)	-1.2
O=C1NC(=Nc2ccccc2)S/C1=C/c1cccnc1	-1.6
O=C(CC(c1ccccc1O)N1CCCCC1)N1CCCCC1 (stereo not drawn)	-1.4
COc1ccc(S(=O)(=O)N2CCC(C(=O)N3CCc4ccccc4C3)CC2)cc1C	-1.0
Cc1ccccc1NC(=O)CN1C(=S)NC(C)(C)CC1C (stereo not drawn)	-1.0
CS(=O)(=O)N(CC(=O)NC1CCCCC1)Cc1ccc(Cl)cc1	-1.4
CC(C)(CC(=O)O)CC(=O)NCc1c(Cl)cccc1Oc1ccccc1	0.0
O=C(c1cc(F)ccc1F)N1CCC(N2CCC(C(=O)N3CCCC3)CC2)CC1	-2.0
COc1ccccc1Nc1nc(N)nc(CN2CCN(Cc3ccc4c(c3)OCO4)CC2)n1	-1.8
CC1CCN(CC(=O)Nc2ccccc2C(=O)c2ccccc2)CC1	2.5
O=CN1CCN(C(=S)Nc2ccc(OC(F)F)cc2)CC1	-1.6
COc1ccc(-c2cc3nc(-c4ccccc4)cc(N4CCN(C(=O)c5ccsc5)CC4)n3n2)cc1	-1.7
CCN1CCN(Cc2nc3c(c(=O)n(C)c(=O)n3C)n2C(C)C(C)=O)CC1 (stereo not drawn)	3.1
COc1ccccc1Oc1cc(F)nc(N)n1	-0.7
CCC(C)Sc1ccc([C@H]2N[C@@](C)(C(=O)OC)[C@H]3C(=O)N(C)C(=O)[C@@H]23)cc1 (stereo partly drawn)	0.7
COc1ccc(/C=C/C(=O)Nc2ccc(-c3nnc4n3CCCCC4)cc2)c(OC)c1	1.9
CCC(c1nnc(SCC(=O)Nc2ccc(C(N)=O)cc2)n1Cc1ccccc1)N(C)C (stereo not drawn)	-0.4
Cc1ccc(-c2csc(Cc3nc(-c4ccc5c(c4)CCC(=O)N5)cs3)n2)cc1	-0.6
COC(=O)C1=C(O)/C(=C\c2ccc(OCC(=O)Nc3ccc(OC)cc3)cc2)N=C1C	0.0
Cc1ccc(C(=O)NC(C)c2ccc(C)c(C)c2)s1 (stereo not drawn)	-1.7
c1nc(NCC2CC2)c2cc(-c3ccc4c(c3)OCO4)ccc2n1	-0.5
Cc1cc(NC(=O)NC(=O)c2ccccc2F)no1	-0.4
C[C@H](O)[C@@H]1C(=O)N2CCc3ccc(N4CCOCC4)cc3[C@@H]2C[C@@H]1N(C)C(=O)Nc1ccccc1	0.6
Cc1ccc(-c2nn(CCC#N)cc2C=C(C#N)C#N)cc1	7.8
CCN(C(=O)[C@@H](C1CC1)[C@@H](O)c1ccc(C(C)=O)cc1)c1ccccc1	0.0
CCOC(=O)C1CCCN(c2c(NCCCN(CC)c3cccc(C)c3)c(=O)c2=O)C1 (stereo not drawn)	2.7
O=C(OCC(O)CN1CCCCC1)C12CC3CC(CC(C3)C1)C2 (stereo not drawn)	-1.8
O=C(c1ccc(COc2ccc(F)cc2)o1)n1cc(Br)cn1	-0.1
Cc1c(CCC(=O)N2CCC(C(=O)O)CC2)c(=O)oc2cc3oc4c(c3cc12)CCCC4	0.7
O=S(=O)(c1ccc(F)cc1F)N1CCN(CCO)CC1	0.9
COc1ccccc1N1CCN(c2cc(=O)n(-c3ccc(Cl)cc3)c(=O)[nH]2)CC1	-0.7
Cc1nc2ccc(NC(=O)N3CCCCC3)cc2s1	0.2
CCCC[n+]1ccc(-c2nc3ccc([N+](=O)[O-])cc3[nH]2)cc1	2.1
CC(=O)c1ccc(OCC(C)C)c(Cc2c(O)nc(N)[nH]c2=O)c1	0.3
CCC(=O)N1N=C(c2ccc(NS(C)(=O)=O)cc2)CC1c1ccc(N(C)C)cc1 (stereo not drawn)	-2.4
(further entries)
SMILES	TTR transcr act
O=C(COC(=O)c1ccccc1C(=O)c1ccccc1)NCc1ccc(F)cc1	-0.3
COc1ccccc1CNS(=O)(=O)CCNCCc1ccccc1	0.1
CC(C)NCCCOc1ccc(C(C)(C)c2ccccc2)cc1	0.2
COc1ccccc1CCn1cc(C#N)c(=O)[nH]c1=O	0.7
N#Cc1c(-c2cccs2)cc(C2CC2)nc1SCC(N)=O	-3.0
CCCC(c1nnnn1Cc1ccc(OC)cc1)N1CCN(C(=O)c2ccco2)CC1 (stereo not drawn)	0.3
N#C/C(=C\c1ccccc1)c1ccccn1	4.2
CC(=O)Nc1ccc(NC(=O)[C@@H]2CCCC[C@@H]2C(=O)O)cc1	3.4
Cn1c(Cc2ccccc2)nnc1SCc1ccc(C(=O)O)cc1	1.9
CC(C)c1ccc(NC(=O)CSc2nc3ncccc3[nH]2)cc1	-1.9
Cc1ccc(OCC(=O)c2cc(C)n(C3CC3)c2C)c([N+](=O)[O-])n1	0.1
COc1ccc(CC(=O)c2ccc(OC)c(OC)c2)cc1	1.1
O=C(CN(CC1CCCO1)C(=O)CNS(=O)(=O)c1ccc(F)cc1)NCc1ccccc1 (stereo not drawn)	1.4
COc1ccc2cc(C(=O)Nc3ccccc3)sc(=O)c2c1OC	-0.6
COC(=O)c1cccc(-n2sc3ccccc3c2=O)c1	-6.1
CC(=O)N1CCN(C(=O)COC(=O)CNC(=O)c2ccc(C)cc2)CC1	0.0
CC(C)C(=O)Nc1ccc(N2CCOCC2)c(S(=O)(=O)Nc2ccccc2Cl)c1	-0.2
O=C1N=c2ccccc2=C1c1sc(=O)[nH]c1O	-1.2
CCc1nnc(NC(=O)c2cc3c(s2)CCCCC3)s1	1.1
COc1cc(C(=O)N2CCc3ccccc32)c([N+](=O)[O-])cc1OC	0.1
CCCn1c(N/N=C\C=C\c2ccccc2)nc2c1c(=O)[nH]c(=O)n2C	-2.0
O=C(COC(=O)c1ccc(O)cc1O)Nc1ccc(Cl)cn1	0.1
COC(=O)CCCC1=CC2=C(c3ccccc3)C(=O)C(C)(OC(=O)C3CCCC3)C(=O)C2=CN1C1CCCCC1 (stereo not drawn)	0.6
C=CCNC(=O)/C(=C/c1cn(-c2ccccc2)nc1-c1cccc([N+](=O)[O-])c1)NC(=O)c1ccccc1	2.5
C#CCNC(=O)C[C@@H]1C(=O)N(CCc2ccc(Cl)cc2)C2=CCCCC[C@]21C(=O)OC	0.9
CC(C)OC(=O)c1c(NC(=O)CCC(=O)O)sc2c1CCCCC2	-1.1
N#CC(c1ccc(O)cc1)N1CCOCC1 (stereo not drawn)	-0.5
O=C(Nc1ccc(C(=O)Oc2ccccc2)c(O)c1)c1ccco1	-2.9
Cc1ccc(C(=O)n2ccc3ccc(-c4ccc5ccn(Cc6ccccc6)c5c4)cc32)cc1	-1.2
CCN(CC)C(=O)c1sc2nc(-c3cccs3)cc(-c3cccs3)c2c1N	-1.9
O=C(c1ccc2c(=O)n3c(nc2c1)CCCCC3)N1CCN(Cc2ccccc2)CC1	0.6
O=C(Nc1ccc(Cl)cc1Cl)NC1CCN(S(=O)(=O)c2ccc(F)cc2)CC1	0.6
COCc1cc(Sc2cccc(Cl)c2Cl)nc(-c2ccccc2)n1	-0.9
O=C1C(N2CCOCC2)=Cc2cccc3cccc1c23	2.5

Among those listed so far, ten contain a thiophene ring, fused or not:
SMILES	TTR transcr act
COc1cc2cnc(-c3ccsc3)cc2cc1OC	-1.2
O=C(Cc1ccc(Cl)cc1)Nc1ccc(NC(=O)c2cccs2)cc1	1.9
C=CS(=O)(=O)c1sc(Cl)c(N2CCOCC2)c1[N+](=O)[O-]	-6.0
COc1ccc(Cl)cc1NC(=O)CN(C)C(=O)c1cc2c(F)cccc2s1	0.6
COc1ccc(-c2cc3nc(-c4ccccc4)cc(N4CCN(C(=O)c5ccsc5)CC4)n3n2)cc1	-1.7
Cc1ccc(C(=O)NC(C)c2ccc(C)c(C)c2)s1 (stereo not drawn)	-1.7
N#Cc1c(-c2cccs2)cc(C2CC2)nc1SCC(N)=O	-3.0
CCc1nnc(NC(=O)c2cc3c(s2)CCCCC3)s1	1.1
CC(C)OC(=O)c1c(NC(=O)CCC(=O)O)sc2c1CCCCC2	-1.1
CCN(CC)C(=O)c1sc2nc(-c3cccs3)cc(-c3cccs3)c2c1N	-1.9

These rows are one share of the data; rates above refer to the full screens.
